aDG glyco act – alpha-DG glycosylation activation. Pro5-aDG cells, alpha-DG glycosylation AlphaScreen (IIH6); 0% Pro5, 100% B10-LARGE cell signal. activation, % at 10 µM. hit rate 0.22% among 360,000;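 active = activation of at least 8% versus controls, or a plate z-score of at least 8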;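 also: Pro5 are CHO cells carrying HIG-tagged alpha-DG that lacks glycosylation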
CaV13 ICDI inh – Primary screen for inhibitors of IQ motif and Ca2+-dependent inactivation inhibitor domain binding in CACNA1D, Förster resonance energy transfer in living cells, … | inhibition, % at 12.3 µM | HEK cells, CFP/YFP FRET ICDI-IQ, plate reader, 10 min; percent FRET-ratio fall versus neutral wells | hit rate 0.098% among 340,000;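 active = mean replicate inhibition of at least 30% and at least 1% of replicates passing that level; inconclusive = only one of the two criteria is met; inactive = neither criterion is met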;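 also: 0% = median of the neutral control wells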
Cardio protect – modulators protecting cardiomyocytes from myocardial damage | H9c2 cardiomyocytes, H2O2 injury protection, ATPLite, 2 h | protection from H2O2 cell death, % at 20 µM | hit rate 0.63% among 360,000;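 active = compounds giving at least 50% protection of heart cells from peroxide-induced death in the single-dose screen, raw or plate-pattern-corrected value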;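 also: 0% = DMSO wells with peroxide and 100% = DMSO wells without peroxide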
Vif imaging – HIV Vif inhibition; AID 602346; inhibition, % at 7.49 µM; HEK293T cells, Vif self-association by quenched fluorescence, imaging, 24 h; hit rate 0.35% among 340,000; in the data active = inhibition above about 50%, passing the limit was not always enough; inconclusive = no clear call, values can overlap the other calls; inactive = below about 31%; also: some results filed as inactive read as strong as hits
PDI turbidity – inhibitors of human protein disulfide isomerase. inhibition, % at 10 µM. hit rate 0.052% among 350,000. P07237. PDI insulin aggregation turbidity, A650, 90 min;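 active = mean inhibition across replicates of 30% or more, whatever share of single replicates reach that level; inconclusive = mean inhibition below 30% while every single replicate reaches 30%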;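 also: absorbance from insulin aggregation driven by PDI reduction with DTT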
Target sequence (P07237 whole entry, looked up): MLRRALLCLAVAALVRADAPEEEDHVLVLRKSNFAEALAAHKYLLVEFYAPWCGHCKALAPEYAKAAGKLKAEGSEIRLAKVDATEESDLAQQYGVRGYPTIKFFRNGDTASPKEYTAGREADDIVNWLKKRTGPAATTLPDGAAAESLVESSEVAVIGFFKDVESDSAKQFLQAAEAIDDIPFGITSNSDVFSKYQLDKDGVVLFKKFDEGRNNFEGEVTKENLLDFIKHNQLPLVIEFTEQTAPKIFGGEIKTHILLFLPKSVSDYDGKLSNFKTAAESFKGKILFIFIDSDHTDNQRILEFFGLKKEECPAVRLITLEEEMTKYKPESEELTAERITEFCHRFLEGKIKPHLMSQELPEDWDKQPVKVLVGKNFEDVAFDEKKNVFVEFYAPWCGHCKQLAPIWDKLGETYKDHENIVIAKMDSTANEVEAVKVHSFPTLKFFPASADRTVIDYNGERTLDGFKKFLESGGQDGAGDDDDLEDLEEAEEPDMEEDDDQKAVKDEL
N-glyco inh – N-linked glycosylation inhibition | AID 588692 | hit rate 0.23% among 360,000 | D54 ERlucT glycosylation luciferase reporter, 24 h; percent of 100 nM tunicamycin response | reporter increase, % at 12.5 µM;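 active = mean luciferase reporter signal, scaled so untreated is 0 and the glycosylation-blocking control 100, at or above a set limit in every replicate; inconclusive = mean reaches the limit but not every replicate does; inactive = mean below the limit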;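 also: luciferase carries N-glycosylation sites so blocking glycosylation raises the light; 0% = median of neutral control wells and 100% = median of 100 nM tunicamycin wells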
MC4R antagonist – blocks human MC4R cAMP signaling; P32245; MC4R-expressing cells, MTII-stimulated cAMP, LANCE TR-FRET; inhibition, % at 6.5 µM; hit rate 0.48% among 360,000; AID 540295;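 active = inhibition above its plate's cutoff, the mean of tested wells on that plate plus 3 SD, cut at about 29% in these data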;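 also: 0% = Melanotan II alone and 100% = Melanotan II plus saturating MCL0020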
Target sequence (P32245 whole entry, looked up): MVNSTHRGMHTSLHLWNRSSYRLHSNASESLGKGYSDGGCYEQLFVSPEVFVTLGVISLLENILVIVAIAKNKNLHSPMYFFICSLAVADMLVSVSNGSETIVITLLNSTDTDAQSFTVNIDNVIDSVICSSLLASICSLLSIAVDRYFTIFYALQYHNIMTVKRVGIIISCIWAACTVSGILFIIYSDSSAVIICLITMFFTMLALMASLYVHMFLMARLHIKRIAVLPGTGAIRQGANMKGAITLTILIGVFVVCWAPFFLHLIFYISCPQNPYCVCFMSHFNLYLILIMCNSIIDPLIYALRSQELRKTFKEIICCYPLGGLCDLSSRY
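system = U2OS cells with stable human MC4R expression | also added = Melanotan II challenge after compound preincubation | dosing = one concentration, 6.5 µM nominal | incubation = compound 30 min, challenge 1 h, detection 1 h | measured by = TR-FRET with Eu-cAMP and labeled anti-cAMP, 671 nm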
ABCB6 inh 2 – human ABCB6 transporter inhibition | Q9NP58 | K562-ABCB6 porphyrin accumulation, flow cytometry, 1 h; stronger effect = lower value | fluorescence ratio to DMSO, % at 10 µM | hit rate 0.19% among 360,000 | AID 602162;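 active = fluorescence ratio to DMSO below 75%, the collection mean minus 3 SD; inconclusive = too few cells collected in the well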;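 also: signal is porphyrin accumulated inside mitochondria; 100% equals median channel fluorescence of DMSO control wells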
MC4R ag barr – activates human MC4R beta-arrestin recruitment | U2OS MC4R beta-arrestin complementation, luminescence; percent of melanotan II response, DMSO zero | hit rate 0.98% among 360,000 | activation, % at 8.9 µM | P32245;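 active = activation above a per-plate cutoff, the mean activation of sample wells on that plate plus 3 SD, cut at about 8% in these data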
m5-HT2A agonist – mouse HTR2A agonism via beta-arrestin recruitment | P35363 | CHO-K1 mHTR2A beta-arrestin complementation, luminescence; percent of 30 µM serotonin response | activation, % at 7.6 µM | hit rate 0.66% among 360,000 | AID 624169;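 active = activation above a run cutoff, the mean activation of all tested compounds plus 3 SD, cut at about 14% in these data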;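 also: 0% = plate median of compound wells and 100% = 30 µM serotonin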
An asterisk follows results filed as active; u = inconclusive; x = not tested or not shown; & = joins results of further samples.

Structure	MC4R ag barr	PDI turbidity	N-glyco inh	ABCB6 inh 2	aDG glyco act	Vif imaging	MC4R antagonist	Cardio protect	m5-HT2A agonist	CaV13 ICDI inh
CCCNC(=O)c1cc(C2CCCCN2S(=O)(=O)Cc2cccc(C(F)(F)F)c2)on1 (configuration not stated)	1.0	3	-1	101	0.2	4	1	3	-2	-11
Cc1cc(=O)[nH]c(CN2CCOCC2)n1	-1.1	9	2	105	-0.4	-8	2	-1	7	-6
CN(C)C(CNC(=O)c1ccc([N+](=O)[O-])cc1Cl)c1ccco1 (configuration not stated)	-0.1	5	-1	96	-0.2	12	4	-5	-4	-2
Cc1oc(-c2ccccc2F)nc1CS(=O)CC(=O)NCc1ccccn1 (configuration not stated)	-2.1	-3	3	102	-0.1	-6	0	4	3	-3
Cc1nn(-c2ccc(F)cc2)c2nc(N)c(C#N)c(-c3cccs3)c12	3.6	-1	-4	99	0.3	1	8	1	-2	-13
O=C1CSC(c2ccc([N+](=O)[O-])cc2)N1Cc1ccccc1 (configuration not stated)	0.4	10	-2	94	0.0	1	8	1	-5	-6
COc1nc(-c2ccc(Cl)cc2)ccc1-c1noc(-c2cccs2)n1	-1.8	-4	1	100	-0.4	0	2	-8	2	-3
C[C@@]12CCC=C[C@H]1[C@H](c1ccc3ccccc3c1/C=C/c1ccccc1)N(Cc1ccccc1)C2=O	1.6	-2	-6	96	-0.5	-4	-17	-11	9	-12
N#Cc1ccccc1Cn1c(=O)n(Cc2ccc(C(=O)NCc3ccco3)cc2)c(=O)c2sccc21	-0.4	1	-5	98	0.0	8	1	2	5	-2
COC(=O)c1ccc(CSc2ncnc3sc(C)c(C)c23)o1	-0.2	2	1	96	-0.1	2	-9	6	1	x
Cc1ccc(NS(=O)(=O)c2ccc3c(c2)CCN3C(=O)CCC(=O)O)cc1Cl	0.4	5	6	102	0.0	-7	-2	3	2	-2
COc1ccc(C(C)C)cc1-c1cc(C(=O)NCc2cc(C(F)(F)F)cc(C(F)(F)F)c2)[nH]n1	0.3	13	-1	86	0.1	12	20	-5	-1	-4
O=C(OCN1C(=O)c2ccccc2C1=O)c1ccco1	-2.0	1	2	94	-0.2	-15	-3	0	0	x
CCCCNc1c(-c2ccc(-c3ccc(OC)cc3)c(OC)c2)nc2ccccn12	5.4	-2	-7	102	0.9	-2	24	-12	-1	-11
C[C@H](CCC(=O)O)[C@H]1CC[C@H]2[C@@H]3C(=O)C[C@@H]4CC(=O)CC[C@]4(C)[C@H]3CC(=O)[C@]12C	-0.5	-1	1	96	0.0	0&-3	1	5	2	-5
CC(=O)Nc1ccc(NC(=O)C(C)OC(=O)CCC(=O)c2ccc(F)cc2)cc1 (configuration not stated)	-1.0	-3	1	100	0.2	11	6	2	-8	-8
CC(NC(=O)C1CCCC1)c1ccc2c(c1)OCCO2 (configuration not stated)	-1.1	17	0	91	-0.1	9	0	-1	1	x
COC(=O)/C=C/C1=CN(Cc2ccccc2)CCC1=O	-2.0	-2	4	99	0.1	-3	-1	6	1	-4
Cc1ccc(C)n1-n1cnc2sc3c(c2c1=O)CCCCC3	-0.3	-5	-1	95	-0.1	-8	4	0	8	x
CC(C)Cc1ccc(CN2CCCC(NC(=O)Cn3cnnn3)C2)cc1 (configuration not stated)	0.5	-10	-2	96	-0.3	x	-7	-4	-2	-11
NS(=O)(=O)c1ccc(CNC(=S)NCc2ccc(F)cc2)cc1	-1.4	-36	1	94	0.1	-8	3	-4	11	x
Cc1csc(=Nc2cccnc2)n1Cc1ccco1	0.0	5	0	104	0.0	6	22	2	-2	-2
CCOC(=O)/C(=N\Nc1ccccc1)c1csc(Nc2ccc(C)cc2)n1	3.4	-5	-3	104	-0.1	-1	17	-7	1	-7
COc1ccc(S(=O)(=O)Nc2cc(C(=O)NC(C)C)ccc2N2CCOCC2)cc1	-1.2	-2	4	91	-0.1	-4	2	12	-1	-6
Cc1ccc(C)c(NC(=O)Cn2cc(C(=O)C3CC3)c3ccccc32)c1	0.4	8	-2	102	-0.1	8	4	-1	-2	-3
CC1(C)Cc2c(C#N)c(SCCC#N)nc(N3CCOCC3)c2CS1	-0.5	0	0	100	-0.5	x	-2	16	-1	-5
COC(=O)C1=C(N)Oc2cc(C)n(CCN3CCOCC3)c(=O)c2C1c1cccnc1 (configuration not stated)	0.6	2	2	95	0.0	2	15	-3	-2	-4
O=C(NCCN1CCN(Cc2ccccc2)CC1)c1ccc(CS(=O)(=O)c2ccc(Br)cc2)o1	-3.5	6	-2	100	-0.3	0	2	0	-2	-16
O=c1[nH]c2ccc(Cl)cc2c(-c2ccccc2)c1CN1CCOCC1	0.8	-4	-1	102	-0.1	-1	8	24	0	-5
COC(C(=O)Nc1ccc(NC(=O)C(OC)c2ccccc2)cc1)c1ccccc1 (configuration not stated)	2.4	-9	-2	99	-0.2	1	2	-9	-5	-8
CCSc1nnc(NC(=O)CSc2nc3c(c(=O)n2-c2ccccc2)SCC3)s1	-1.6	0	0	103	-0.2	-2	6	-3	-1	-4
CCCCCCSc1nsc(NC(C)=O)n1	1.7	-3	1	108	-0.1	37	4	-17	-1	x
COc1cccc(-c2ccc3ncnc(NCc4cc(C)cs4)c3c2)c1	-0.2	-6	-9	96	0.6	-1	4	-14	-5	-7
CC1CCC2(CC1)NC(=O)N(CC(=O)NC1(C#N)CCCCC1)C2=O (configuration not stated)	-1.9	3	2	96	0.1	12	-2	-2	2	-5
COc1ccc(C(=O)NCCCc2ccccc2)cc1OC	-1.4	-3	3	98	-0.1	-1	1	4	5	-20
Cc1ccc(S(=O)(=O)CCC(=O)OCC(=O)Nc2ncc(Cl)cc2Cl)cc1	-0.6	10	1	94	0.1	4	11	-2	3	-6
O=C(CSc1nnc(-c2ccco2)c(-c2ccco2)n1)c1ccccc1	-3.3	8	2	105	0.0	x	-3	2	-6	-6
CC(C)(C)c1ccc(C(=O)N2CCC2(C)C(=O)Nc2ccc3[nH]ncc3c2)cc1 (configuration not stated)	0.8	20	-3	98	0.3	-16	13	-12	12	-6
CCn1c2ccccc2c2cc(/C=N/O)ccc21	4.8	8	-5	101	-0.1	-7	-5	1	4	3
CN1CCN(S(=O)(=O)c2ccc(NC(=O)c3ccco3)cc2)CC1	-1.4	28	1	101	0.0	46	0	-2	0	-7
COc1cc(CNS(=O)(=O)c2ccc3c(c2)CC(C)N3C(=O)C2CCC2)cc(OC)c1OC (configuration not stated)	-3.7	-5	0	105	0.8	-4	10	-10	-3	-15
CC(C)Cc1nc(SCC(=O)N2CCOCC2)c2c(=O)n(C)c(=O)n(C)c2n1	-2.2	7	0	95	-0.1	-7	8	5	4	-11
CC1(C)N=C(N)N=C(N)N1c1ccc(OCC(=O)Nc2ccccc2)c(Cl)c1	-0.3	9	-7	104	-0.2	1	11	3	5	-5
COc1ccc2nc(/C=N/NC(=O)CCCCCNC(=O)OC(C)(C)C)ccc2c1	-0.9	-4	-9	92	0.1	-12	2	8	4	0
CCOC(=O)C1CCCN(S(=O)(=O)c2cn(C)c(=O)n(C)c2=O)C1 (configuration not stated)	-0.9	x	2	101	0.0	x	9	4	-1	-13
O=C(C[C@H]1C(=O)N(CCc2ccccc2)C[C@@H]1Cc1ccccc1)Nc1ccccc1	4.1	2	0	96	0.4	-3	7	-9	-5	-4
O=S(=O)(Nc1ncccn1)c1ccc(NS(=O)(=O)c2cccc(Cl)c2Cl)cc1	-1.8	3	0	102	0.0	-6	1	-2	-2	-7
COc1ccc([N+](=O)[O-])cc1/C=N/NC(=O)c1nonc1N	-1.8	12	21	99	-0.3	22	-6	-2	-3	-3
N#Cc1c(N)nc2c3c(sc(=N)c2c1N)NC(=O)CC3c1ccccc1Cl (configuration not stated)	0.9	-5	18	95	0.4	2	-27	3	2	x
CCc1ccc(C(O)c2ncc(-c3ccccc3C)[nH]2)cc1 (configuration not stated)	1.1	3	0	101	0.1	-7	-1	-6	4	-6
O=C(NCC(c1ccco1)N1CCc2ccccc21)C(=O)Nc1ccccc1 (configuration not stated)	11*	4	-1	97	-0.2	-16	6	-2	-5	-6
Cc1cc(C)nc(NC(=O)c2cnc3sccn3c2=O)n1	-1.1	7	4	101	0.2	x	-5	13	0	-7
CC(=O)NNC(=O)c1cc2c3ccccc3n(C)c2s1	-1.7	13	4	97	-0.3	0	-3	-1	6	0
CCCNC(=O)c1onc(CSc2ccccn2)c1C(=O)NCCC	0.2	-1	0	107	-0.1	2	12	0	6	-4
Cc1cccc(OCCNc2nc3c(c(=O)n(C)c(=O)n3C)n2C)c1	-2.8	5	1	94	2.7	-20	1	-3	0	1
O=C(Cc1cccs1)N(Cc1ccco1)C1(C(=O)NC2CCCCC2)CCCCC1	-0.9	2	-1	112	1.9	15	0	6	-1	x

(continued)
Structure	MC4R ag barr	PDI turbidity	N-glyco inh	ABCB6 inh 2	aDG glyco act	Vif imaging	MC4R antagonist	Cardio protect	m5-HT2A agonist	CaV13 ICDI inh
COc1cc([N+](=O)[O-])cc(/C=N/NC(=O)C(O)(c2ccccc2)c2ccccc2)c1O	-1.4	6	1	100	-0.2	-5	5	48	-24	-9
N#CC(=C1NC(=O)c2ccccc21)c1nc2ccccc2n1CCO	-2.7	-4	u	96	-0.5	11	-6	22	-7	-8
Cn1c(CSc2nc3ccccc3s2)nnc1SCC(=O)NCCN1CCOCC1	0.6	4	2	102	-0.2	-1	12	-7	3	x
O=C(NNC(=O)c1cc(-c2ccccc2)nn1-c1ccccc1)c1ccccc1	-2.6	1	5	97	0.5	-15	2	20	-4	-4
O=C(NC1CC1)C(Cl)c1ccccc1 (configuration not stated)	-2.3	23	3	100	0.0	-4	-4	-2	3	-3
CCn1c2ccccc2c2nnc(NN)nc21	0.3	5	2	105	-0.2	-7	-5	13	10	-5
O=C(C1=NN[C@@H]2C(=O)N(c3cccc(F)c3)C(=O)[C@H]12)C(c1ccccc1)c1ccccc1	-0.2	-1	0	99	-0.2	16	4	3	-1	-15
CC1=CC2=NCC(O)CN2C=C1 (configuration not stated)	-1.8	2	1	98	-0.3	11	13	-1	1	-9
CSc1ccc(/C=N/NC(=O)c2sccc2C)cc1	5.4	-4	-13	96	0.2	-2	-7	-3	-3	-3
CCC1(c2ccc(F)cc2)NC(=O)N(CC(=O)Nc2ccc(-c3nc4ccc(C)cc4s3)cc2)C1=O (configuration not stated)	-1.4	0	2	96	-0.1	-4	15	-7	2	-4
O=C(CSc1nccn1-c1ccc(Cl)cc1)Nc1ccc2c(c1)OCO2	-0.1	-5	-3	93	0.1	-16	18	-11	3	x
COc1ccccc1NC(=O)COC(=O)C1CCN(/C=C/C(=O)C(F)(F)F)CC1	1.7	4	2	101	0.1	2	6	-1	2	-5
